HTT cytoprotect – cytoprotection in Huntington HTT-Q103 PC12 cell model; PC12 HTT-Q103 induced, cytoprotection, ATP luminescence, 40 h; Potency, µM (doses to about 56.4 µM), for the others: cytoprotection (ATP increase), hits mostly activators; actives 0.14% (n = 230,000); AID 1471;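 further: % of control where 0% means no effect; nearly all actives have a fitted effect of over 45% in size; toxic huntingtin expression switched on by the ecdysone agonist tebufenozide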
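Cells were plated at 1500 per well in phenol red-free DMEM with 5% equine and 5% calf serum. Tebufenozide (100 nM final) and compounds were added, then ATPlite reagent, and luminescence was read.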
Tau fibril ThT – tau fibrillization inhibition (ThT binding). recombinant tau K18 P301L, heparin-induced fibrillization, ThT fluorescence. Potency, µM (series often up to 57.4 µM), for inactives: top-dose activity, negative = inhibition, hits mostly inhibitors. actives 2.1% (n = 270,000); further: on the % scale 0 is the no-effect control and ±100 the full control effect; nearly all actives have a fitted effect of over 55% in size
Target sequence (P10636 561-689 P618L limits assumed): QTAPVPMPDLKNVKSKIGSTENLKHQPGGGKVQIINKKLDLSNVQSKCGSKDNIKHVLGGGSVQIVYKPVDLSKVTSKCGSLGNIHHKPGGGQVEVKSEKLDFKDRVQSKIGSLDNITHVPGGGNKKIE
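Heparin-induced fibrillization of the P301L-mutant K18 repeat-domain fragment of human tau was followed by ThT binding in quantitative high-throughput format.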
RECQ1 helicase – RECQ1 (human) helicase inhibition | AID 2549 | RECQ1 DNA unwinding, red fluorescence kinetic read | P46063 | Potency, µM (highest dose often 57.3 µM), inactives show at the top dose activity, negative = inhibition, actives largely listed as inhibitors | actives 0.54% (n = 240,000);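 further: plate controls were vehicle for no effect and no enzyme for full effect; nearly all actives have a fitted effect of over 30% in size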
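50 nM RECQ1T1 preincubated 15 min with compound in Tris pH 8.0 buffer with MgCl2, DTT, Tween-20 and 2.5 ug/ml poly(dI-dC); started with 200 nM TAMRA/BHQ-2 forked duplex and 2 mM ATP. Unwinding read as fluorescence (525/598 nm), two reads 2 h apart.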
Tau FP inhib – blocks human tau fibril formation measured by polarization. Potency, µM (top dose mostly 57.7 µM), for inactives: top-dose activity, negative = inhibition, actives largely listed as inhibitors. actives 0.39% (n = 280,000). P10636. K18 P301L tau heparin fibrillization, Alexa594 FP, 6 h; further: on the % scale 0 is the no-effect control and ±100 the full control effect; nearly all actives have a fitted effect of over 55% in size
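Quantitative HTS format: compounds meet 15 uM recombinant K18 P301L tau and Alexa 594-tau tracer in 100 mM sodium acetate pH 7; 20 uM heparin triggers fibrillization at 37 C over 6 hr; FP gives the signal.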
Tau fluor counter – counter-screen for tau fibril formation inhibitors | actives 0.93% (n = 280,000) | tau K18 P301L (four-repeat tau fragment) Alexa594 fluorescence, heparin fibrillization | Potency, µM (series often up to 57.7 µM), without a hit: at the highest dose activity change, negative = decrease; further: on the % scale 0 is the no-effect control and ±100 the full control effect; nearly all actives have a fitted effect of over 55% in size
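Human K18 P301L tau (15 uM unlabeled plus 0.24 uM Alexa 594-labeled, final) in 100 mM sodium acetate pH 7 was mixed with compound and 20 uM heparin and incubated 6 hr at 37 C.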
TRb SRC2 PPI – inhibitors of human thyroid hormone receptor beta-SRC2 interaction. P10828. TRbeta-SRC2 peptide binding, fluorescence polarization; receptor liganded with 1 µM T3. Potency, µM (top dose mostly 106 µM), inactives show at the top dose activity change, negative = inhibition, most hits filed as inhibitors. actives 0.065% (n = 280,000). AID 1469;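 further: plate controls were bound peptide for no effect and peptide without receptor for full effect; nearly all actives have a fitted effect of over 50% in size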
Target sequence (P10828 whole entry, looked up): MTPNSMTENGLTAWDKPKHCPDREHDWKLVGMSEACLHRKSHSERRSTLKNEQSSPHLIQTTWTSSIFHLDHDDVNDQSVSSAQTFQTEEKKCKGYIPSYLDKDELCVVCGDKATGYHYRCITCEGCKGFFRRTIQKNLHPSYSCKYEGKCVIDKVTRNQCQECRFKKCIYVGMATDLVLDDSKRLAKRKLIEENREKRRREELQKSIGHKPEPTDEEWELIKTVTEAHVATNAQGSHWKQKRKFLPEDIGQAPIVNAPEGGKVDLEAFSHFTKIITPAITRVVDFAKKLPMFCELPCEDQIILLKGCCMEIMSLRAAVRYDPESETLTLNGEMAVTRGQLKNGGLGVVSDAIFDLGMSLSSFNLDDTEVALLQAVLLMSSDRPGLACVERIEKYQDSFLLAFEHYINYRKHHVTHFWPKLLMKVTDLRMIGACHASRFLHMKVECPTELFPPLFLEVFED
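Fluorescence polarization of 20 nM Texas Red SRC2 peptide (20-aa NR interaction domain) bound to 0.6 uM human TRb ligand-binding domain, with 1 uM T3, after 5 hr at ambient temperature; inhibition seen as decreased polarization.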
L3MBTL1 block – L3MBTL1 (human) inhibition; AlphaScreen L3MBTL1–H3K9me1 peptide binding; Q9Y468; Potency, µM (highest dose often 57.1 µM), for inactives: at the highest dose activity, negative = inhibition, most hits filed as inhibitors; actives 0.66% (n = 230,000); further: on the % scale 0 is the no-effect control and ±100 the full control effect; nearly all actives have a fitted effect of over 60% in size
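Read-out is AlphaScreen signal from streptavidin donor and nickel chelate acceptor beads (10 ug/mL final each) bridging L3MBTL1 (50 nM) and biotinylated K9-monomethylated H3(1-15) peptide (75 nM), after 30 min compound exposure at room temperature.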
TexasRed fluor – Texas Red fluorescence interference in TRb-SRC2 counter-screen; TRb/SRC2 Texas Red total fluorescence interference; Potency, µM (top dose mostly 106 µM), for the others: at the top dose fluorescence change, negative = quenching; AID 1479; actives 0.29% (n = 280,000); active means well fitted curve in either direction with a large enough effect; inconclusive means small, poorly fitted or top-dose-only effect; further: on the % scale 0 is the no-effect control and ±100 the full control effect
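Human TRβ ligand-binding domain (0.6 uM) and Texas Red SRC2 peptide (20 nM) in Tris buffer with 1 uM T3 and 5% DMSO were incubated with pinned compound for 5 hr at ambient temperature. Total fluorescence was computed as S + 2P (555/632 nm).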
* hit, by the source's call; i = inactive; ? = inconclusive; / = not tested or not shown; [ ] = remark or other dose. Unless noted, the call rests on the fitted dose curve; in most records, active means well fitted curve in the direction sought with a large enough effect; inconclusive means small, poorly fitted or top-dose-only effect, or another doubt; inactive means no such curve, though single readings can be large; an effect the other way counts as inactive or inconclusive. Potency means the concentration at half of the fitted maximal effect.

compound	HTT cytoprotect	Tau fibril ThT	RECQ1 helicase	Tau FP inhib	Tau fluor counter	TRb SRC2 PPI	L3MBTL1 block	TexasRed fluor
CCOC(=O)c1nc(Nc2ccc(C(=O)O)cc2)c2ccccc2n1	-4%	-10%	-11%	-6%	-8%	-3%	3%	-2%
COC(=O)c1ccccc1NC(=O)COC(C)=O	-5%	-5%	-4%	8%	-1%	-1%	-8%	1%
c1ccc(N/N=C(\Cc2nc3ccccc3[nH]2)c2ccccc2)cc1	17%[10 µM]	?	-17%	1%	16µM*[quencher]	-2%	-7%	-1%
C=CCOc1c(Br)cc(CNc2ccc(NC(=O)CCC)cc2)cc1OCC	-47%[inhibitor]	?	i	?	?	-18%[53 µM]	?	-2%[53 µM]
O=C1CCCN1c1cc(Cl)cc(Cl)c1	-7%	5%	-6%	7%	4%	2%	28%	-2%
CCOc1ccc2nc(SCC(=O)N3CCCCCC3)c(C#N)cc2c1	-32%	-16%	i	7%	-11%	-4%	/	-4%
Cc1ccc(C(C)C)c(OCc2nnc3n2CCCCC3)c1	19%	0%	7%	11%	6%	2%	/	-1%
O=C(CSc1nc2ncc(Cl)cc2[nH]1)NCC(=O)Nc1ccc(F)c(F)c1F	-2%[10 µM]	-5%	10%	-2%	3%	4%	2%	-1%

A few values from the list:
C=CCOc1c(Br)cc(CNc2ccc(NC(=O)CCC)cc2)cc1OCC in TexasRed fluor reads -2%[53 µM]
O=C(CSc1nc2ncc(Cl)cc2[nH]1)NCC(=O)Nc1ccc(F)c(F)c1F in Tau fluor counter reads 3%

Continuation:
compound	HTT cytoprotect	Tau fibril ThT	RECQ1 helicase	Tau FP inhib	Tau fluor counter	TRb SRC2 PPI	L3MBTL1 block	TexasRed fluor
CCC(C)Sc1oc(-c2ccco2)nc1S(=O)(=O)c1ccc(C)cc1 (centres undefined)	/	?	/	1%	?	2%	/	0%
COCCCNc1oc(-c2ccccc2Cl)nc1C#N	-14%	-3%	?	?	-4%	1%	-6%	-1%
CSc1cccc(Nc2cc(C(=O)NCCCN(C)c3ccccc3)c3ccccc3n2)c1	/	-7%	/	-7%	2.8µM*[quencher]	2%	/	-1%
CCCCCCCCNC(=O)CC(NS(=O)(=O)c1ccc(NC(C)=O)cc1)C(C)C (centres undefined)	/	-3%	2%	0%	-11%	-2%	-11%	-4%
CCOC(=O)N1CCN(C(=O)Cc2ccc(-n3c(=O)[nH]c4ccccc4c3=O)cc2)CC1	0%	?	i	9%	-10%	-1%	8%	-2%
Cc1c(CC(=O)N2CCCCC2)c(=O)oc2c(C)c(O)ccc12	/	2%	/	-5%	-3%	3%	/	1%
Cc1nc(C)c(C(=O)C2=C(O)C(=O)N(CCN(C)C)C2c2ccco2)s1 (centres undefined)	-4%[10 µM]	-10%	-4%	2%	-4%	1%	7%	-3%
Cc1[nH]c2ccccc2c1C(c1ccncc1)N1CCCCC1 (centres undefined)	14%[10 µM]	?	-3%	5%	-30%	-6%	4%	2%
CCN(CC)C(=O)COc1ccc(-c2nnc(N3CCCCC3)c3ccccc23)cc1	4%[0.074 µM]	-11%	-2%	-7%	-3%	-19%	-2%	1%
COc1cccc(/C=N/N2CCN(c3ccccc3OC)CC2)c1	18%[10 µM]	?	-4%	15%	-26%	-3%	-17%	2%
Cc1noc(C)c1COC(=O)CCCOc1ccc(Cl)cc1Cl	-3%[0.074 µM]	-18%	-4%	2%	-8%	-9%	107%[activator]	-2%
CCOC(=O)Cn1nc(/C=C/c2ccc(C)cc2)ccc1=O	-17%[10 µM]	-21%	-10%	-4%	-21%	-1%	7%	0%
COc1ccc(Br)cc1C(=O)N/N=C/c1ccc2c(c1)n(C)c(=O)n2C	/	-5%	-6%	-7%	3%	-8%	4%	-2%
CCn1c(SC(C)C)nnc1C1CCN(S(=O)(=O)c2ccc(OC)cc2)CC1	-26%	-7%	-1%	4%	-3%	5%	-2%	-2%
O=C(NC1CCCCC1)C(c1ccc2ncccc2c1)N(Cc1ccc(F)cc1)C(=O)c1cccs1 (centres undefined)	21%[10 µM]	-15%	-9%	-5%	-5%	3%	3%	-1%
CC1(C)Cc2nc3oc4c(=O)n(CC(=O)Nc5cccc(Cl)c5)cnc4c3cc2CO1	17%[10 µM]	6%	-5%	-11%	-3%	-1%	0%	-2%
Cc1ccnc(NC(c2ccncc2)c2c(C)[nH]c3ccccc23)c1 (centres undefined)	23%[10 µM]	?	-10%	-2%	-23%	5%	-4%	2%
CCCc1ccc(OCc2nc(-c3ccc(NC(=O)c4cccs4)cc3)no2)cc1	-13%[10 µM]	2%	-16%	14%	11%	1%	-2%	2%
O=[N+]([O-])c1ccccc1Oc1ccccc1Cl	-11%[10 µM]	3%	1%	5%	3%	-2%	-14%	-2%
NC(=O)NCC12CC3CC(CC(C3)C1)C2	-36%[inhibitor]	3%	i	0%	0%	6%	-3%	-1%
O=c1c(=O)n(Cc2c(F)cccc2Cl)ccn1Cc1ccccc1	/	-17%	/	-13%	-25%	-17%	/	0%
Cc1cc(C(=O)CSc2ncccn2)c(C)n1Cc1ccco1	/	0%	-18%	1%	6%	-3%	-1%	0%
Clc1ccc(/C=N/c2c(-c3ccc(Cl)cc3)nc3n2CCS3)cc1	13%	?	?	15%	?	1%	0%	-1%
CCN(CC)CCCNC(=O)C(=O)Nc1ccc2nc3n(c(=O)c2c1)CCCCC3	/	9%	/	0%	2%	-5%	/	-1%
CS(=O)(=O)c1ncc(Cl)c(C(=O)N(Cc2ccc(Cl)cc2)Cc2ccco2)n1	/	?	/	?	-4%	-1%	/	2%
Cc1cccc(Oc2ncnc3onc(C)c23)c1	-10%[10 µM]	-25%	8%	3%	-12%	-5%	3%	0%
C/C(CCN1CCc2nc(-c3ccccc3)c(-c3ccccc3)cc2C1)=N\OC[C@@H](C)[C@H](OCc1ccccc1)C(C)C	3%[10 µM]	-8%[11.5 µM]	-2%	5%[11.6 µM]	-8%[11.6 µM]	2%[11.2 µM]	-3%	3%[11.2 µM]
CC1(C)C(=O)Nc2ccccc2N1C(=O)COC(=O)c1cc(S(=O)(=O)N2CCOCC2)ccc1F	-36%[inhibitor]	-3%	-22%	3%	-7%	-3%	-17%	-7%
O=C(COc1ccccc1)NNc1nc2ccccc2s1	6%[10 µM]	/	-8%	0%	-14%	-11%	/	-5%
Cc1noc2ncnc(Oc3cc(Cl)ccc3Cl)c12	-3%	-5%	i	-7%	-3%	2%	2%[11.4 µM]	-8%
COc1ccc2c(c1)CC/C(=C/c1cc(OC)c(OC)c(OC)c1)C2=O	-28%	?	-23%	-11%	-14%	1%	/	-2%
Cn1c(=O)c([N+](=O)[O-])c(NCC(O)c2ccccc2)c2ccccc21 (centres undefined)	/	-16%	i	2%	-11%	-4%	0%	-4%
Cc1ccc(Cl)cc1NC(=S)NCc1cccn1C	40%[10 µM]	-7%	-1%	8%	-13%	3%	-18%	1%
COc1cc(Cl)c(C)cc1NC(=O)CCc1c(C)nc2cc(-c3cccc(F)c3)nn2c1C	/	-7%	/	-9%	-9%	0%	/	-4%
CC(C)(C)NC(=O)C(c1ccc(O)cc1)N(C(=O)CCC(=O)Nc1nccs1)c1cccc(F)c1 (centres undefined)	5%[10 µM]	-9%	i	2%	-8%	2%	8%	3%
O=C(O)CCC(=O)N1CCN(c2ccccn2)CC1	5%	-4%	?	-6%	-1%	2%	4%	0%
CC(C)(C)C(=O)Nc1ccccc1C(=O)NCc1ccco1	-4%	-18%	19%	-4%	-9%	-4%	-14%	1%
CN(C)C(=O)C1Cc2ccccc2CN1S(=O)(=O)c1cccs1 (centres undefined)	10%	4%	i	7%	9%	6%	-1%	-1%
C[C@@H]1/C=C\CC(=O)OC[C@H](C)C(=O)N2CCC[C@@H]2C(=O)OC1	?	-8%[11.5 µM]	21%[11.5 µM]	-1%[11.6 µM]	-7%[11.6 µM]	3%[11.2 µM]	/	3%[11.2 µM]
O=C(NC1CCN(Cc2ccccc2)CC1)c1cccc(S(=O)(=O)Nc2cc(C(F)(F)F)ccc2Cl)c1	/	-6%	-6%	0%	-17%	3%	4%	2%
Cc1cc(C)cc(NC(=O)CN2C(=O)NC(C)(c3ccccc3)C2=O)c1 (centres undefined)	1%	-10%	i	-4%	-8%	-6%	-4%	2%
O=C(NCCC1=CCCCC1)C(=O)NCC1OCCCN1S(=O)(=O)c1ccc(F)cc1 (centres undefined)	-18%	-7%	-1%	0%	-12%	-5%	13%	0%
Cc1ccc(-n2ncc3c(=O)n(CC(=O)NCc4ccco4)cnc32)cc1C	-16%[10 µM]	-1%	-10%	-6%	3%	-2%	-1%	-8%
COc1ccc(CCNC(=O)c2ccc(Cn3c(=O)c4ccccc4n(Cc4cccc(Cl)c4)c3=O)cc2)cc1OC	/	-6%	/	-13%	-21%	9%	/	-6%
COC(=O)[C@@]1(Cc2ccc(OC)cc2)[C@H]2c3cc(C(=O)N(C)C)n(Cc4cc(C)n(C)n4)c3C[C@H]2CN1C(=O)c1ccccc1	-1%	-9%	-3%	6%	2%	3%	/	0%
O=C(NCCO)c1scc2c1OCCO2	-23%	-3%	-2%	-11%	-6%	-13%	8%	1%
Cc1ccc(S(=O)(=O)NNC(=O)C2Cc3c(ccc4ccccc34)O2)cc1 (centres undefined)	8%	0%	-5%	2%	0%	9%	-1%	-1%
Cc1ccccc1N1C(=O)c2cccc([N+](=O)[O-])c2C1=O	40%[10 µM]	1%	i	0%	3%	4%	1%	-4%

Assay outcomes deposited in PubChem by National Center for Advancing Translational Sciences (NCATS).

A portion of the library (hit frequency here may not be typical).
